# Screening results deposited in PubChem by Southern Research Specialized Biocontainment Screening Center.
# tuberculosis growth = growth inhibition of non-replicating M. tuberculosis (AID 488890); one-dose inhibition, % at 25 µM; IC50 in µM for titrated hits; 320,000 compounds, 0.39% hits; Mycobacterium tuberculosis non-replicating, growth inhibition; higher % means a stronger effect; in the data active means a potency from the dose series; inconclusive means inhibition mostly from about 82% at the one dose, without a potency; inactive means the rest, 99 in 100 with inhibition below about 76%;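 further: plate controls were DMSO cells for no effect and high antibiotic wells for full effect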
# VEEV TC-83 Vero = inhibitors of VEEV TC-83 cytopathic effect, confirmation, Vero cells (AID 588727) | one-dose inhibition, % at 20 µM; IC50 in µM for titrated hits | Vero cells, VEEV TC-83 cytopathic effect inhibition; higher % means a stronger effect | 350,000 compounds, 0.13% hits; in the data active means a potency from the dose series; inconclusive means inhibition mostly from about 14% at the one dose, without a potency; inactive means the rest, 99 in 100 with inhibition below about 12%; further: strong numbers were not always called active
# H37Rv inhibition = M. tuberculosis growth inhibition, HTS (AID 449762) | 330,000 compounds, 0.59% hits | one-dose inhibition, % at 25 µM; IC50 in µM for titrated hits | M. tuberculosis H37Rv growth inhibition, 7H9 media; higher % means a stronger effect; in the data active means a potency from the dose series; inconclusive means inhibition above about 70% without an active follow-up result;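 further: bacterial growth assessed after seven days of incubation; strong numbers were not always called active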
# PhoP GFP inhibition = PhoP regulon inhibitors, Salmonella typhi PhoP promoter GFP reporter, confirmatory (AID 1850). Salmonella Typhi PhoP-promoter GFP reporter, fluorescence, 4 h; higher % means a stronger effect. inhibition, % at 50 µM, or IC50 in µM where a hit was titrated. 310,000 compounds, 0.33% hits; in the data active means a potency from the dose series; inconclusive means inhibition mostly from about 25% at the one dose, without a potency; inactive means the rest, 99 in 100 with inhibition below about 19%;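 further: 0% = induced wells with vehicle and 100% = uninduced wells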
# H1N1 NS1A inhibition = H1N1 influenza NS1A inhibitors, functional cell based assay (AID 504329); NS1A functional cell-based assay, percent inhibition; higher % means a stronger effect; 340,000 compounds, 0.3% hits; one-dose inhibition, % at 12.5 µM; IC50 in µM for titrated hits; in the data active means a potency from the dose series; inconclusive means inhibition above about 27% without an active follow-up result; further: strong numbers were not always called active
# VEEV TC-83 Vero 10K pilot screen = second read-out of VEEV TC-83 Vero, no call of its own (marks repeat the call); inhibition, %; measured here: 10K pilot screen inhibition
# Starred values were filed as active, the others as inactive; i = inactive; ? = inconclusive; / = no result given.
SMILES,tuberculosis growth,VEEV TC-83 Vero,H37Rv inhibition,PhoP GFP inhibition,H1N1 NS1A inhibition,others
O=c1c2ccccc2nnn1CSc1nc2ccccc2[nH]1,-18%,1.1%,5%,6%,-2%,
C=CCNc1nc(NC(C)(C)CO)nc(OC)n1,7%,2.7%,-3%,5%,-11%,
Cc1cccc(CNC(=O)CCc2nnc(C3CCCCC3)o2)c1,27%,0.4%,-2%,7%,-4%,
C=CCn1c(O)c(C=NCCCn2ccnc2)c(=O)[nH]c1=O,3%,i,-8%,9%,-9%,
COc1ccccc1C(=O)N1CCN(C(=O)c2ccncc2)CC1,0%,0.3%,-6%,-3%,-1%,
Cc1cc(C(=O)NNC(=S)Nc2cccc(C(F)(F)F)c2)nn1C,21%,3.5%,5%,14%,-4%,
CC(C)NC(=O)COc1ccc(/C=N/NS(=O)(=O)c2ccccc2)cc1,3%,3.5%,-1%,-10%,-2%,
Cc1ccccc1NC(=O)C(=Cc1ccc(C(=O)O)cc1)C(=O)Nc1ccccc1C,/,>25µM*,/,/,0%,
Cc1ccc(NC(=O)CCN2C(=O)C3CCCCC3C2=O)c(O)c1 (centres undefined),-10%,1.8%,-7%,7%,-4%,
Cc1ccc(S(=O)(=O)Nc2ccc3cn[nH]c3c2)cc1,14%,0.5%,-1%,/,-2%,
S=C(/N=c1/sccn1Cc1ccccc1)NC1CC1,30%,i,6%,0%,10%,
O=[N+]([O-])c1cc(Br)ccc1C[n+]1ccccc1,/,1.4%,/,/,16%,
CC(NC(=O)CCCCCNC(=O)N1CCn2c1nc1ccccc12)c1ccccc1 (centres undefined),14%,3.2%,5%,-22%,6%,
Cc1cc(Br)ccc1NC(=O)CNC(=O)CSc1nccn1C,1%,1.3%,-2%,/,-16%,
CCn1c(-c2cccs2)nc2ccccc21,?,6.6%,?,-8%,9%,
Cc1ccc(NC(=O)CN(c2ccc(C)cc2)S(=O)(=O)c2cccc3nonc23)cc1,12%,0.8%,-6%,-9%,4%,
Cc1ccc(C(=O)N2CC(C)CC(C)C2)cc1S(=O)(=O)N1CCCCC1 (centres undefined),9%,0.9%,-18%,/,-1%,
CC1(C)CC(=O)C2=C(C1)OC(=O)CC2c1cccs1 (centres undefined),-1%,0.2%,4%,-7%,-7%,
Cc1cccc(C(=O)OCC(=O)NC(=O)c2ccccc2)c1O,44%,1.7%,0%,7%,-4%,
Cc1cc(C(=O)N2CCC(C(N)=O)CC2)c(C)o1,-30%,5.0%,-4%,/,4%,
CN(C)c1nc(N)c(C#N)c(C#N)c1C#N,/,1.3%,/,/,0%,
Cc1ccc(S(=O)(=O)N(C)Cc2ccccc2)cc1C(=O)N1CCCCC1,14%,8.1%,13%,-7%,13%,
O=C(COC(=O)CNC(=O)c1ccc(F)cc1)NC1CCCc2ccccc21 (centres undefined),8%,2.0%,-5%,/,0%,
COCCNC(=O)C(NC(=O)C1CCCCC1)C12CC3CC(CC(C3)C1)C2 (centres undefined),9%,3.4%,2%,4%,-3%,
O=C1CN2C(=Nc3ccc(Cl)cc3C2c2ccccc2)CN1 (centres undefined),-9%,1.2%,-2%,-5%,20%,
CC(=O)Oc1ccc(Cl)cc1CN(C(C)=O)C1CCCCC1,/,1.3%,/,/,2%,
Cn1ncc2c1ncn1nc(CCc3ccccc3)nc21,1%,0.7%,-6%,-4%,-5%,
CC(C)C12CN(C(=O)c3ccccc3[N+](=O)[O-])CC(C(C)C)(CN(C(=O)c3ccccc3[N+](=O)[O-])C1)C2=O,39%,6.2%,6%,0%,8%,
CCOC(=O)N1CCN(C(=O)CS(=O)(=O)c2cn(Cc3cccc(F)c3)c3ccccc23)CC1,5%,i,-1%,-3%,-1%,
O=C(c1ccc(COc2ccccc2)o1)N1CCN(S(=O)(=O)c2ccccc2Cl)CC1,43%,9.3%,10%,/,-7%,
COc1cccc(CNC(=O)CCNS(=O)(=O)c2ccc(Br)s2)c1,7%,2.8%,-1%,13%,-6%,
O=C(O)c1ccccc1C(=O)Nc1ccc(-c2csc(-c3ccccc3)n2)cc1,45%,0.8%,11%,-6%,3%,
COc1cc(CN(C)CC2CCCN(CCc3cccc(C(F)(F)F)c3)C2)ccc1O (centres undefined),10%,i,-5%,-1%,7%,
COc1ccc(C2c3sc(=O)[nH]c3SC3C4CCC(C4)C23)cc1 (centres undefined),7%,2.4%,-4%,-4%,-18%,
O=C(O)c1ccc(-c2nc(-c3ccc(Cl)cc3Cl)cs2)cc1,70%,0.6%,1%,-18%,0%,
O=C(C(c1ccccc1)c1ccccc1)N1CCN(CC(O)COc2ccccc2)CC1 (centres undefined),?,1.2%,-6%,-5%,9%,
COC(=O)c1nn(-c2ccccc2)c(Cl)c1/C=N/OC(=O)c1ccc(Cl)c(Cl)c1,6%,0.2%,32%,3%,8%,
COc1ccc(C(OC(=O)c2ccco2)C(=O)NCC2CCCO2)cc1 (centres undefined),-12%,0.7%,2%,6%,-14%,
O=C(CCS(=O)(=O)Cc1ccccc1)NC1CCCCC1,8%,0.5%,-10%,-6%,-7%,
O=C(Nc1ccccc1)C1=C[C@@H](C2CC2)C[C@@H](OCc2ccc(CO)cc2)O1,19%,0.0%,5%,1%,7%,
CCOCCn1c(SC(C)C(C)=O)nc2c1c(=O)[nH]c(=O)n2C (centres undefined),-4%,5.2%,4%,1%,-1%,
CCC(Cc1ccccc1)NC(=O)CSc1ccsc1[N+](=O)[O-] (centres undefined),16%,2.2%,-2%,-11%,-2%,
O=C(CCNS(=O)(=O)c1ccc(OC(F)(F)F)cc1)Nc1cccc(S(=O)(=O)N2CCCC2)c1,/,3.2%,/,/,2%,
O=C(c1nn(Cc2ccccc2)c(=O)c2ccccc12)N1CCc2ccccc2C1,23%,8.4%,3%,-1%,3%,
COc1ccc(CCNc2nnc(C)c(=O)[nH]2)cc1OC,-6%,i,-8%,-5%,0%,
NC(=O)C1CCCN(C(=S)Nc2ccccc2)C1 (centres undefined),-16%,2.4%,6%,-7%,-7%,
Cc1c(C(=O)NCCCc2ccccc2)cccc1[N+](=O)[O-],26%,i,3%,-7%,22%,
OC1(c2ccccn2)COc2ccccc2O1 (centres undefined),-9%,0.8%,-2%,7%,7%,
O=C(NCCc1ccc(F)cc1)C1CCCO1 (centres undefined),-3%,2.6%,1%,-10%,3%,
Cc1ccc(C)c(N2CCN(CCCNC(=O)Cn3cc4c(n3)CCCCC4)CC2)c1,74%,1.2%,9%,-4%,9%,
COc1ccc2[nH]c(C)c(C(=O)CN3CCOCC3)c2c1,-3%,0.5%,-5%,-2%,0%,
CC(=O)Oc1ccc2cc(-c3ccccc3)c(=O)oc2c1,48%,0.4%,-7%,-7%,-8%,
Cc1ccc(/C([O-])=C(/C(=S)NCc2ccco2)[n+]2ccccc2)cc1[N+](=O)[O-],-2%,10%,-2%,11%,-15%,
CCn1c(SCC(=O)N2CCC(C)CC2)nnc1-c1ccco1,-4%,0.1%,-6%,1%,4%,
COc1ccc(S(=O)(=O)CCc2nnc(NC(=O)c3cccs3)s2)cc1,5%,0.8%,-8%,5%,-1%,
c1ccc(Nc2cccc3ccccc23)cc1,28%,0.1%,-2%,/,-2%,
O=C(Cc1cn2ccsc2n1)Nc1nc2c(s1)CCCC2,12%,12%,-1%,-5%,-3%,
N#CCSc1ccc(-c2nc3ccccc3[nH]2)cn1,6%,7.4%,-3%,11%,3%,
CCOC(=O)c1ccccc1OCc1cc(/C=N/n2cncn2)ccc1OC,-1%,7.6%,6%,5%,10%,
Cc1cc(C)c(S(=O)(=O)c2ccc(F)cc2C)c(Cl)n1,5%,0.2%,2%,-19%,-4%,

# (cont.)
SMILES,tuberculosis growth,VEEV TC-83 Vero,H37Rv inhibition,PhoP GFP inhibition,H1N1 NS1A inhibition,others
O=C(CSc1nnnn1-c1ccccc1)c1ccco1,?,0.9%,2%,1%,-5%,
Cc1cc(C)nc(SCC(=O)NC2=NN=C(c3ccc(Br)cc3)CS2)n1,36%,i,-1%,3%,7%,
Cc1cccc(NC(=O)C(C)Sc2nc3nc(C)cc(C)n3n2)c1 (centres undefined),-6%,8.7%,-3%,/,1%,
CCOC(=O)CNC(=O)Nc1ccccc1C(=O)OC,-7%,1.6%,-2%,8%,-5%,
Cc1cc(Br)c(NC(=O)c2ccccc2[N+](=O)[O-])cc1C,-12%,i,-1%,4%,2%,VEEV TC-83 Vero 10K pilot screen=1.0
CCCCNC(=O)OC(C)CNC(=O)Oc1cccc(C)c1 (centres undefined),0%,1.1%,6%,5%,9%,
COc1ccc(-c2nc3ccc(C(=O)NCC(OC)OC)cc3nc2-c2ccc(OC)cc2)cc1,14%,8.5%,4%,24%,-11%,
COc1cccc(-c2cc(C(=O)Nc3cnn(Cc4ccccc4C)c3)no2)c1,5%,4.3%,8%,-9%,5%,
CN(CC(=O)Nc1ccccc1Cl)C(=O)c1cc(=O)[nH]c2ccccc12,1%,0.2%,2%,7%,-2%,
CN(C)CCCN(C(=O)c1cccc(N2C(=O)CCC2=O)c1)c1nc2cc3c(cc2s1)OCO3,7%,i,2%,9%,-7%,
O=C(COc1ccc(Cc2ccccc2)cc1)c1ccc(F)cc1,?,7.5%,-6%,8%,-13%,
Cc1cc(CN2CCC(N3CCC(C(=O)NC4CC4)CC3)CC2)cc(C)c1O,9%,0.6%,-3%,6%,-2%,
O=c1oc2ccccc2c2c1ccc1ccccc12,/,0.4%,/,/,-16%,
COc1ccc(Cl)cc1C(=O)NC(=S)Nc1ccccc1N1CCOCC1,-9%,2.8%,-24%,-4%,0%,
COc1ccc(-c2nc(CS(=O)CC(=O)NCCc3ccc(C)cc3)c(C)o2)cc1OC (centres undefined),17%,1.6%,5%,-4%,-4%,
Cn1c(=O)c([N+](=O)[O-])c(Oc2ccccc2)c2ccccc21,/,1.2%,/,/,2%,
N#Cc1cccc(NC(=O)Cc2ccsc2)c1,16%,i,3%,1%,-10%,
O=C(NCCc1ccccc1)c1cc(=O)[nH]c2ccccc12,-10%,2.3%,-4%,-4%,5%,
Clc1nc(-c2ccccc2)cc(-c2ccccc2)n1,45%,1.3%,-4%,-10%,-10%,
CC(OC(=O)CCc1nc2ccccc2c(=O)[nH]1)C(=O)NC1CCCC1 (centres undefined),4%,1.0%,1%,-3%,-2%,
Cc1ccc(C2CC2c2n[nH]c(=S)n2-c2ccc(C)cc2)cc1 (centres undefined),10%,2.1%,1%,-15%,3%,
COc1ccc(C(=O)Nc2ccc3[nH]ncc3c2)cc1OC,15%,i,-4%,-6%,-14%,
COCCN1C(=O)N(c2ccc(Cl)cc2)C(=O)C1CC(=O)Nc1cc(OC)cc(OC)c1 (centres undefined),45%,1.1%,13%,7%,-2%,
O=S(=O)(NNc1nccc(C(F)(F)F)n1)c1cccc(Cl)c1Cl,36%,0.4%,10%,-11%,-7%,
CCOCCc1nnc(NC(=O)C(CC)c2ccccc2)s1 (centres undefined),8%,i,-1%,2%,17%,VEEV TC-83 Vero 10K pilot screen=2.4
CC(C)NC(=O)C(c1ccc(F)cc1)N(C(=O)CCC(=O)Nc1ccccn1)C1CCCCC1 (centres undefined),/,4.0%,5%,4%,5%,
O=C(Oc1ccc(C(=S)N2CCOCC2)cc1)c1ccc([N+](=O)[O-])cc1[N+](=O)[O-],-8%,0.7%,9%,4%,3%,
O=C(Nc1cccc(Br)c1)c1ccc(CSc2ccccc2)cc1,32%,0.7%,0%,8%,12%,
Cc1onc(C(=O)NCc2cccs2)c1[N+](=O)[O-],31%,0.5%,-1%,9%,-8%,
CC1CC(C)CN(S(=O)(=O)c2ccc3c(c2)oc(=O)n3CC(=O)N2CCOCC2)C1 (centres undefined),-2%,i,-21%,/,2%,

# Of the compounds above, three contain a COOH group.
SMILES,tuberculosis growth,VEEV TC-83 Vero,H37Rv inhibition,PhoP GFP inhibition,H1N1 NS1A inhibition,others
Cc1ccccc1NC(=O)C(=Cc1ccc(C(=O)O)cc1)C(=O)Nc1ccccc1C,/,>25µM*,/,/,0%,
O=C(O)c1ccccc1C(=O)Nc1ccc(-c2csc(-c3ccccc3)n2)cc1,45%,0.8%,11%,-6%,3%,
O=C(O)c1ccc(-c2nc(-c3ccc(Cl)cc3Cl)cs2)cc1,70%,0.6%,1%,-18%,0%,

# 3 structures out of the list, arranged by length of the SMILES, lowest first:
SMILES,tuberculosis growth,VEEV TC-83 Vero,H37Rv inhibition,PhoP GFP inhibition,H1N1 NS1A inhibition,others
Cc1ccc(C2CC2c2n[nH]c(=S)n2-c2ccc(C)cc2)cc1 (centres undefined),10%,2.1%,1%,-15%,3%,
O=S(=O)(NNc1nccc(C(F)(F)F)n1)c1cccc(Cl)c1Cl,36%,0.4%,10%,-11%,-7%,
CC(C)NC(=O)C(c1ccc(F)cc1)N(C(=O)CCC(=O)Nc1ccccn1)C1CCCCC1 (centres undefined),/,4.0%,5%,4%,5%,
